SW480 rereplic = A quantitative high throughput screen for small molecules that induce DNA re-replication in SW480 colon adenocarcinoma cells; AID 624297, 2012; 1.8% of 340,000 active; SW480 DNA re-replication, Hoechst DNA content imaging, 48 h; Potency, µM (series often up to 46.1 µM), for the others: at the highest dose re-replication activation, most hits filed as activators; note: % of control where 0% means no effect; nearly all actives have a fitted effect of over 55% in size
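Per well, 250 cells were exposed to pinned compound for 48 hr. Nuclear DNA was visualised with Hoechst (40 min, 37 C) and total object intensity recorded by fluorescence scanning.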
GLP1R ag = qHTS of GLP-1 Receptor Agonists; Glucagon-like peptide 1 receptor (Homo sapiens), P43220; HEK293 GLP-1R CRE-luciferase, luminescence, 4-6 h; cells express a hypersensitive GLP-1R form; Potency, µM (highest dose often 45.6 µM), inactives show at the top dose activation, most hits filed as activators; 0.007% of 380,000 active; note: % of control where 0% means no effect
Target sequence (P43220 whole entry, looked up): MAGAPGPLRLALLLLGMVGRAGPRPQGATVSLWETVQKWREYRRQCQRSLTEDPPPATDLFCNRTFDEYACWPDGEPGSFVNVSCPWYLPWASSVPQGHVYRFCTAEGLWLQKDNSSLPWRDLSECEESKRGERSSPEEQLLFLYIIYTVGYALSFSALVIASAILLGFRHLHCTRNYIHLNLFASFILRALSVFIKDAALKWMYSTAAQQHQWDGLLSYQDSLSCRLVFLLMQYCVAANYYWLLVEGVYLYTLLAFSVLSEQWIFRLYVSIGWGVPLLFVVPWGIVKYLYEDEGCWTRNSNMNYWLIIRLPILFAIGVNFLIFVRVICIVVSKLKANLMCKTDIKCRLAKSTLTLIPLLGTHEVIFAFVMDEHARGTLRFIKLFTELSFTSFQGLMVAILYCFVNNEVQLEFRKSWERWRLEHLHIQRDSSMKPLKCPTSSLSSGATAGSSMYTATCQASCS
HEK293 tox = qHTS of GLP-1 Receptor Inverse Agonists: Cytotox Screen | HEK293 cAMP-luciferase reporter cells, luminescence, 24 h | Potency, µM (titrated, usually from 38.3 µM), inactives show at the highest dose activity change, negative = inhibition, hits mostly inhibitors | 0.13% of 410,000 active;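 note: loss of luciferase light is scored as toxicity; % is set by controls: 0 for no effect and ±100 for the full control effect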
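MLSMR compounds, 24 hr on cells at 37 deg C/5% CO2; luminescence after luciferase reagent (12 min RT). Inhibition counted as the undesired cytotoxic outcome.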
GLP-1R inv ag = qHTS of GLP-1 Receptor Inverse Agonists (Inhibition Mode); HEK293 GLP-1R CRE-luciferase, luminescence, 24 h; GLP-1R form is constitutively active; Glucagon-like peptide 1 receptor (Homo sapiens), P43220; Potency, µM (highest dose often 38.3 µM), for inactives: top-dose activity change, negative = inhibition, usual class: inhibitors; 1.6% of 410,000 active; AID 624417, 2012; note: % is set by controls: 0 for no effect and ±100 for the full control effect; nearly all actives have a fitted effect of over 55% in size
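Constitutively active GLP-1R drives a cAMP-responsive luciferase in stably transfected HEK293 cells; test compounds are added after overnight (12 h) attachment and left 24 hr, and signal loss in luminescence marks inhibition.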
HT1080 IDH1KD tx = qHTS for induction of synthetic lethality in tumor cells producing 2HG: qHTS for the HT-1080-IDH1KD cell line. HT-1080 IDH1 knockdown viability, ATP luminescence, 48 h. Potency, µM (doses to about 46.1 µM), for inactives: at the top dose activity, negative = toxicity, usual class: cytotoxic. 2% of 360,000 active;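 note: 0% = DMSO wells and -100% = cell-free medium wells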
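In this qHTS, HT-1080 cells depleted of IDH1 are exposed for 48 h at 37 °C to compound titrations. Toxicity is scored from CellTiter-Glo luminescence, with DMSO as full viability and medium alone as none.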
HT1080NT lethal = qHTS for induction of synthetic lethality in tumor cells producing 2HG: qHTS for the HT-1080-NT fibrosarcoma cell line; HT-1080-NT fibrosarcoma viability, CellTiter-Glo ATP luminescence, 48 h; Potency, µM (titrated, usually from 46.1 µM), for the others: at the highest dose activity, negative = less viability, hits mostly cytotoxic; 1.6% of 360,000 active; AID 686970, 2013;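 note: NT is the 2HG producing partner of a matched IDH1 knockdown line; 0% = DMSO-treated cells and -100% = media-only wells without cells; nearly all actives have a fitted effect of over 55% in size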
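Viability by CellTiter-Glo luminescence after 48 h compound exposure at 37C of HT-1080-NT cells (750/well, RPMI, 5% FBS). % activity scaled between DMSO wells and medium-only wells, then curve-fitted and categorized by curve class.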
KB-V1 cytotox = qHTS assay for MDR1-selective chemotherapeutics: Primary screen using the drug-selected MDR subline cells KB-V1. 3.4% of 400,000 active. Potency, µM (titrated, usually from 46.1 µM), for inactives: at the highest dose activity change, negative = cytotoxicity, most hits filed as cytotoxic. KB-V1 MDR cells viability, CellTiter-Glo, 72 h. AID 1347076, 2019; note: % is set by controls: 0 for no effect and ±100 for the full control effect; nearly all actives have a fitted effect of over 60% in size
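qHTS viability screen in drug-selected KB-V1 MDR cells: 72 h compound treatment at 37 degrees C, ATP luminescence end point.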
KB-3-1 cytotox = qHTS assay for MDR1-selective chemotherapeutics: Primary screen using the parental adenocarcinoma cell KB-3-1 | KB-3-1 viability, CellTiter-Glo ATP luminescence, 72 h | Potency, µM (doses to about 46.1 µM), for the others: at the top dose activity change, negative = cytotoxic, hits mostly cytotoxic | 1.4% of 400,000 active; note: % is set by controls: 0 for no effect and ±100 for the full control effect; nearly all actives have a fitted effect of over 60% in size
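Cells are dispensed, compounds pinned in, plates held at 37 °C for 72 h, then CellTiter-Glo is added and luminescence read after 10 minutes. Cell line: parental KB-3-1 in phenol-red-free DMEM, 10% FBS.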
TDP-43 yeast inh = qHTS of TDP-43 Inhibitors; AID 652104, 2013; Potency, µM (doses to about 46.1 µM), without a hit: at the top dose growth rescue (activation), most hits filed as activators; TDP-43 expressing yeast growth rescue, BacTiter-Glo, 24 h; 1.8% of 410,000 active; note: % of control where 0% means no effect; nearly all actives have a fitted effect of over 50% in size
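Yeast expressing TDP-43 (pregrown in raffinose, seeded at OD600=0.02 in galactose medium) exposed to compounds 24 hr at 30 deg C. Growth read by BacTiter-Glo luminescence; rescue of toxicity appears as increased signal.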
Active calls of the source: *; ? = inconclusive; · = not tested or not shown; & = joins results of further samples; [ ] = dose if it differs, or a comment. Calls come from the whole dose curve; as a rule, active = well fitted curve in the direction sought with a large enough effect; inconclusive = small, poorly fitted or top-dose-only effect, or another doubt; inactive = no such curve, though single readings can be large; an effect the other way counts as inactive or inconclusive. Potency is the fitted concentration of half-maximal effect.

#1 Cc1ccc(S(=O)(=O)Cn2nnnc2C(CC(C)C)N2CCN(C3CCCC3)CC2)cc1 (centres undefined)
#2 O=C(O)c1cccc(NC2=Nc3cccc4cccc2c34)c1
#3 C=CCN(Cc1ccc(Cl)s1)C(=O)c1ccc(F)c(S(=O)(=O)N2CCOCC2)c1
#4 Cn1c(CNC(=O)c2ccco2)nnc1SCC(=O)N1CCN(c2ccccc2)CC1
#5 CCCCN(CC)C(=O)c1cc2cc3ccc(Cl)cc3nc2o1
#6 CCOC(=O)C1=C(CSc2nccn2C)NC(=O)NC1c1ccc(OC)cc1 (centres undefined)

entry no. | 1 | 2 | 3 | 4 | 5 | 6
SW480 rereplic | 1% | -2% | -6% | 0% | 1% | -1%
GLP1R ag | 7% | 4% | 1% | 3% | ? | -1%
HEK293 tox | 2% | 8% | -12% | 10% | 4% | -17%
GLP-1R inv ag | ? | 15% | -24% | 7% | ? | 2%
HT1080 IDH1KD tx | -1% | 2% | 7% | 3% | 4% | -17%
HT1080NT lethal | -29% | -1% | 4% | 8% | 3% | 1%[9.24 µM]
KB-V1 cytotox | ? | ? | 0% | 0% | 3% | -9%
KB-3-1 cytotox | -1% | -16% | -7% | 7% | 1% | 1%
TDP-43 yeast inh | 0% | 6% | 20% | 19% | 28% | -11%

Continued, overlapping the part above by 4 compounds.
#3 C=CCN(Cc1ccc(Cl)s1)C(=O)c1ccc(F)c(S(=O)(=O)N2CCOCC2)c1
#4 Cn1c(CNC(=O)c2ccco2)nnc1SCC(=O)N1CCN(c2ccccc2)CC1
#5 CCCCN(CC)C(=O)c1cc2cc3ccc(Cl)cc3nc2o1
#6 CCOC(=O)C1=C(CSc2nccn2C)NC(=O)NC1c1ccc(OC)cc1 (centres undefined)
#7 CCc1ccc2oc(C(=O)Nc3ccc(S(N)(=O)=O)cc3)c(C)c2c1
#8 COC(=O)c1ccc(NC(=O)CCn2cnnn2)c(C)c1
#9 O=C(NNC1=NS(=O)(=O)c2ccccc21)c1ccccc1Cl
#10 CCC(C(=O)NCCc1ccccc1OC)n1nc(C)c2c(C)n(-c3ccccc3)nc2c1=O (centres undefined)
#11 Cc1ccc(S(=O)(=O)N(Cc2ccccc2)c2ccccc2C(=O)NCc2cccnc2)cc1
#12 Cn1c(SCc2ccccc2F)nc2cccnc21

entry no. | 3 | 4 | 5 | 6 | 7 | 8 | 9 | 10 | 11 | 12
SW480 rereplic | -6% | 0% | 1% | -1% | -17% | · | 4% | -7% | ? | -2%
GLP1R ag | 1% | 3% | ? | -1% | 7% | -7% | -1% | 0% | 3% | 17%
HEK293 tox | -12% | 10% | 4% | -17% | 2% | 6% | 7% | -4% | 9% | -9%
GLP-1R inv ag | -24% | 7% | ? | 2% | -15% | 9% | 18% | -21% | 8% | 0%
HT1080 IDH1KD tx | 7% | 3% | 4% | -17% | 14% | · | -2% | 0% | 3% | 3%
HT1080NT lethal | 4% | 8% | 3% | 1%[9.24 µM] | 16% | · | -3% | -2% | 14% | 9%
KB-V1 cytotox | 0% | 0% | 3% | -9% | ? | 4% | 18% | -9% | 23µM* | 18µM*
KB-3-1 cytotox | -7% | 7% | 1% | 1% | 1% | 9% | -19% | -5% | ? | -17%
TDP-43 yeast inh | 20% | 19% | 28% | -11% | -5% | 23% | -29% | -11% | -16% | 29%

#13 CCOC(=O)c1c(-c2ccc(OC)c(OC)c2)csc1NC(=O)c1ccc(C)cc1
#14 O=C(CSc1ccc([N+](=O)[O-])cc1)Nc1ccccc1N1CCOCC1
#15 O=C(COC(=O)c1cccnc1)c1ccc(Cl)c(Cl)c1
#16 O=C(CCc1ccc(S(=O)(=O)NCCc2ccccc2)cc1)NCc1ccco1
#17 Cc1cccc(NC(=S)N/N=C/c2c[nH]c3ccccc23)c1
#18 Cc1ccc(C(=O)NC2CCCN(c3ccc(C(F)(F)F)cn3)C2)cn1 (centres undefined)

entry no. | 13 | 14 | 15 | 16 | 17 | 18
SW480 rereplic | · | -30% | -11% | -1% | 12µM* | -4%
GLP1R ag | · | -4% | -3% | 5% | -3% | -5%
HEK293 tox | 4% | 10% | 12% | 38% | 1% | -10%
GLP-1R inv ag | 5% | 4% | -14% | 0% | ? | 7%
HT1080 IDH1KD tx | · | -1% | -1% | -4%[9.24 µM] | 16µM* | 2%
HT1080NT lethal | · | -8%[9.24 µM] | 1% | -28% | 23µM* | 8%
KB-V1 cytotox | -5% | -11% | 4% | ? | ? | -1%
KB-3-1 cytotox | 0% | -10% | 8% | -34% | 12µM* | -4%
TDP-43 yeast inh | 2% | 7% | 5% | 6% | ? | 6%

#19 Cc1ccc(NC(=O)C(=O)NCC(c2cccnc2)N2CCOCC2)cc1C (centres undefined)
#20 CCC(=O)c1ccc(OCC(=O)NCCC2=CCCCC2)c(OC)c1
#21 Cn1nc(-c2ccccc2)cc1NC(=O)Nc1ccccc1F
#22 CCOc1ccc(-c2ccc(C3=CC(=O)C[C@H](c4ccc(F)cc4)C3)cc2)cc1
#23 Cc1ccc(C)c(OCC(=O)N/N=C/c2c(C)nn(-c3ccccc3)c2Cl)c1C
#24 CCCCNC(=S)NNC(=O)c1cc(C)on1

entry no. | 19 | 20 | 21 | 22 | 23 | 24
SW480 rereplic | · | 3% | ? | · | ? | ?
GLP1R ag | · | 12% | 7% | 0% | 3% | 1%
HEK293 tox | -2% | -21% | -27% | 3% | 1% | -17%
GLP-1R inv ag | -15% | 2% | ? | -9% | 4% | 0%
HT1080 IDH1KD tx | · | 0% | -2% | 12% | 4% | ?
HT1080NT lethal | · | 9% | 2% | 20% | 12% | 5%
KB-V1 cytotox | 8% | 4% | -11% | 2% | 8.2µM* | -1%
KB-3-1 cytotox | 0% | 0% | 10% | 0% | ? | 3%
TDP-43 yeast inh | 15% | ? | 8% | 11% | -6% | -2%

#25 CC(=O)C1=C(C)NC(=O)NC1c1ccc(Cl)cc1 (centres undefined)
#26 CC(=O)N1CCc2cc(C(=O)CN3CCN(c4cccc(Cl)c4)CC3)ccc21
#27 Cn1cc([N+](=O)[O-])c(C(=O)NNC(=O)c2ccc([N+](=O)[O-])cc2)n1
#28 Cc1cccn2cc(CNC(=O)CC3CCCC3)nc12
#29 Cc1ccc(-n2c(O)c(/C=N/n3cnnc3)c3ccccc3c2=O)cc1
#30 Cc1ccccc1-n1ncc2c1CC(C)(C)CC2NC(=O)CSc1ccncc1 (centres undefined)

entry no. | 25 | 26 | 27 | 28 | 29 | 30
SW480 rereplic | -4% | -5% | 22% | -5% | 1%&9% | 2%
GLP1R ag | 1% | -4% | -4% | 4% | 0%&1% | 5%
HEK293 tox | -9% | -7% | 3% | 24% | 154%[activator] | 8%
GLP-1R inv ag | 1% | 12% | 1% | -1% | -7%&-4% | 10%
HT1080 IDH1KD tx | 10% | 1% | 8% | 5% | 6%&2% | 0%
HT1080NT lethal | 9% | 7% | -1% | 1% | 0%&0% | 7%
KB-V1 cytotox | 1% | 16% | 24% | -11% | -13%&-18% | ?
KB-3-1 cytotox | 2% | 13% | 11% | 1% | 27%&-3% | 1%
TDP-43 yeast inh | -5% | 19% | 15% | -9% | -10%&-9% | -13%

#31 CC(C)c1ccc(O)c(NC(=S)NC(=O)c2ccc3c(c2)OCO3)c1
#32 Cc1cccc(NC(=O)CSc2n[nH]c(-c3cccnc3)n2)c1
#33 COc1ccc2cc3c(N)nn(C(=O)c4ccc(F)cc4Cl)c3nc2c1
#34 CCN(CC)CCCNC(=O)c1cc(-c2ccc(OC)c(OC)c2)on1
#35 Cc1nc(-c2ccccc2)sc1C(=O)/C=C/c1ccccc1
#36 O=S(=O)(c1ccccc1)N1CCN(c2nnc(-c3ccccc3)c3ccccc23)CC1

entry no. | 31 | 32 | 33 | 34 | 35 | 36
SW480 rereplic | -1% | 9% | · | · | ? | 4%
GLP1R ag | 8% | 1% | -6% | · | -24% | 10%
HEK293 tox | ? | 0% | -13% | -6% | 1% | 1%
GLP-1R inv ag | ? | -7% | ? | -11% | 0% | -5%
HT1080 IDH1KD tx | 15µM* | 2% | · | · | -5% | 16%
HT1080NT lethal | ? | 1% | · | · | -1% | 3%
KB-V1 cytotox | -4% | ? | ? | 6% | ? | -19%
KB-3-1 cytotox | -29% | 0% | ? | 13% | -8% | 0%
TDP-43 yeast inh | ? | -17% | -2% | 13% | -15% | -22%

#37 COc1cc(OC)cc(-n2c(=O)c3ccccc3n(Cc3ccccc3C#N)c2=O)c1
#38 COc1ccc(CCN(Cc2cc3cc(C)ccc3[nH]c2=O)C(C)=O)cc1OC
#39 O=C(NC1CCCC1)C1CCN(c2cnccn2)CC1
#40 O=C1NC(=O)C2(CCCc3ccccc32)N1 (centres undefined)
#41 Cc1nn(C)c(C)c1Nc1ccc(N2C(=O)C3CC=CCC3C2=O)cc1[N+](=O)[O-] (centres undefined)
#42 CCc1ccc2occ(CC(=O)Nc3nnc(SC)s3)c2c1

entry no. | 37 | 38 | 39 | 40 | 41 | 42
SW480 rereplic | · | -2% | 27% | -3% | -6% | ·
GLP1R ag | · | 4% | 0% | -7% | 16% | ·
HEK293 tox | 0% | 1% | -2% | 4% | -13% | -15%
GLP-1R inv ag | 6% | 17% | 15% | 19% | 3% | 2%
HT1080 IDH1KD tx | · | -4% | 1% | 3% | -22% | ·
HT1080NT lethal | · | -6% | -5% | 0% | 0% | ·
KB-V1 cytotox | 1% | -14% | ? | 0% | -16% | 14%
KB-3-1 cytotox | 20% | -19% | 2% | 0% | -5% | 1%
TDP-43 yeast inh | 7% | 21% | -5% | 2% | -4% | 6%

Assay outcomes as filed in PubChem.
